Compound activity deposited in PubChem BioAssay by several laboratories.
SR-BI uptake up: enhances SR-BI lipid uptake from DiI-HDL; CHO ldlA[mSR-BI] cells, DiI-HDL uptake fluorescence, 3 h; 100 = double the neutral-control signal; activation, % at 12.5 µM; hit rate 0.096% among 320,000;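 active = mean replicate activation of at least 60% and every replicate at or above 60%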;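 also: 0% = median plate neutral-control signal and 100% = twice that signal; values of inactives mirror those of a sister screen read the other way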
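Assay system: CHO ldlA[mSR-BI] cells, LDL receptor-null, SR-BI overexpressing; medium: Ham's F12 with 0.5% BSA, HEPES 25 mM, pH 7.4; also added: DiI-HDL 10 µg/mL; timing: 3 h uptake period with compound, 37 °C; signal: DiI fluorescence, bottom read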
RTF Ca sens inh: cardiac RTF calcium desensitization | IANBD-labeled cardiac RTF, Ca2+ fluorescence | hit rate 0.12% among 340,000 | inhibition, % at 7.15 µM | P19429+P45379;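 active = inhibition above the mean inhibition of all tested compounds plus 3 SD, cut at about 17% in these data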;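 also: assay run at fixed EC70 calcium of 1.6 mM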
SR-BI HDL uptake: mouse SR-BI HDL lipid transfer inhibition. Q61009. ldlA[mSR-BI] CHO cells, DiI-HDL uptake fluorescence, 3 h. inhibition, % at 12.5 µM. hit rate 0.96% among 320,000. AID 488896;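 active = mean replicate inhibition of at least 70% and a set share of replicates each scoring 70 or more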;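 also: 0% = median of neutral control wells and 100% = median of positive control wells; values of inactives mirror those of a sister screen read the other way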
NSD2 inh: inhibitors of human histone methyltransferase NSD2 | hit rate 0.54% among 310,000 | O96028 | NSD2 peptide methylation, AlphaScreen, 120 min | inhibition, % at 12.5 µM; in the data active = inhibition above about 50%
Target sequence (O96028 whole entry, looked up): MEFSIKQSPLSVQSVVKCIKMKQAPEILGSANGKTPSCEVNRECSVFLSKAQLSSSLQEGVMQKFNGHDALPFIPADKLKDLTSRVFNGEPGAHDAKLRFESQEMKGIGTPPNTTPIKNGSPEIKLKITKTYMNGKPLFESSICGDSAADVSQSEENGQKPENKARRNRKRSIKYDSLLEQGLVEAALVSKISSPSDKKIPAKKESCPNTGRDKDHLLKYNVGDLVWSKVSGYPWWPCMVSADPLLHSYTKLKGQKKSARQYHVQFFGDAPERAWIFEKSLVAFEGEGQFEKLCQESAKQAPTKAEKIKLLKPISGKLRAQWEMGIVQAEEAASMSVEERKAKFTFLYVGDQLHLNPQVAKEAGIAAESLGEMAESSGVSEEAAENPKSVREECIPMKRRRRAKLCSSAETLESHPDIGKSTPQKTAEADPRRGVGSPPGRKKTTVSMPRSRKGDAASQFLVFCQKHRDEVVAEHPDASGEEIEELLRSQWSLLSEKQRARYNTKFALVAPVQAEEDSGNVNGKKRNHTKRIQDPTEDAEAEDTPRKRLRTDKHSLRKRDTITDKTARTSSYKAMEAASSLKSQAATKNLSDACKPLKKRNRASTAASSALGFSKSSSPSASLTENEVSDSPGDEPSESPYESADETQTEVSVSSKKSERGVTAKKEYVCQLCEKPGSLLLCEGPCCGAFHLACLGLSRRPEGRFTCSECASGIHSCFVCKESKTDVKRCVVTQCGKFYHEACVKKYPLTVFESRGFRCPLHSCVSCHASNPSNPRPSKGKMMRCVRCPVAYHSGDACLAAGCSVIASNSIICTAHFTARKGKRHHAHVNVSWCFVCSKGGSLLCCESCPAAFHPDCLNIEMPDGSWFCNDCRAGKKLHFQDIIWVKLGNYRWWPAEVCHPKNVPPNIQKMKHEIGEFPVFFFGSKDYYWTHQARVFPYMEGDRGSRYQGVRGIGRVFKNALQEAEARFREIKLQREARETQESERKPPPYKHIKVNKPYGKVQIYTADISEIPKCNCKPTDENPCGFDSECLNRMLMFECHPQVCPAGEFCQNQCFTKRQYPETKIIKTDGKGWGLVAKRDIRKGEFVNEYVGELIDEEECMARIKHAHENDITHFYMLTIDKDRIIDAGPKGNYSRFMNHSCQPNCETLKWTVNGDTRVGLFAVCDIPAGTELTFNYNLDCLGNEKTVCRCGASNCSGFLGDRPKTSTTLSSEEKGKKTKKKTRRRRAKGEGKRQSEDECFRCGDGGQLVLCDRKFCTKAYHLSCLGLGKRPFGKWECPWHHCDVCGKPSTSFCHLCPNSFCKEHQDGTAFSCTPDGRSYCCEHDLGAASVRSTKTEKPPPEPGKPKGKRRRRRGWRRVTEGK
PvdQ inh: blocks Pseudomonas aeruginosa PvdQ acylase activity; hit rate 0.063% among 340,000; purified PvdQ acylase, fluorescence plate reader; inhibition, % at 10 µM; AID 488965; in the data active = inhibition above about 30%, passing the limit was not always enough;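 also: 0% = vehicle neutral wells and 100% = reference inhibitor wells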
Keap1-Nrf2 PPI: Keap1-Nrf2 (human) interaction inhibition; inhibition, % at 9.4 µM; Q14145; AID 504523; Keap1 Kelch-Nrf2 peptide fluorescence polarization, 1536-well; hit rate 0.15% among 340,000; in the data active = inhibition above about 12%;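 also: human Keap1 Kelch domain with fluorescein labeled Nrf2 9mer peptide probe; 0% = neutral control wells and 100% = peptide positive control; higher means more block of Keap1 binding to Nrf2 peptide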
Arr AP2 block: human beta-arrestin and AP2 interaction inhibition. FITC-arrestin peptide / GST-AP2 beads, flow cytometry; AP2 beta2 appendage carries R879A mutation. inhibition, % at 10 µM. hit rate 0.31% among 340,000;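 active = inhibition above a set limit, near 3 SD of compounds lacking own fluorescence, cut at about 54% in these data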;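 also: plate controls were DMSO wells for no effect and 5 µM unlabelled arrestin peptide for full effect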
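System: GST-AP2 R879A glutathione beads | Also added: FITC-arrestin peptide, 50 nM | Times: 12 min plus 1 h, RT | Signal: Bead flow cytometry, FITC channel | Buffer or medium: PBS with 0.05% Tween 20 and 0.1% BSA | Read-out basis: Percent drop in bead-associated FITC signal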
PKA-R2B act: activates the human PKA-R2B holoenzyme complex; AID 504700; activation, % at 11.4 µM; PKA-R2B holoenzyme dissociation, Cy5-IP20 fluorescence polarization; R2B truncated from residue 108, S112A mutant; 0% DMSO only, 100% 113 µM cGMP; hit rate 0.079% among 340,000; P22694+P31323;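 active = activation above a cutoff set at the mean over all compounds plus 3 SD, cut at about 18% in these data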;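 also: higher means more holoenzyme dissociation and a rise in polarization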
C-LANA FP: inhibitors of KSHV LANA C-terminal domain DNA binding | MBP-C-LANA/FAM-LBS DNA binding, fluorescence polarization | inhibition, % at 9 µM | hit rate 0.078% among 340,000 | AID 504423;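 active = highest replicate inhibition at or above 60% at 9 µM, even if other replicates fall short; inactive = all replicates below 60% inhibition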;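 also: 0% = neutral control wells and 100% = 4 µM acridine orange control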
DAGLB inhibitor: diacylglycerol lipase beta (human) inhibition. HEK293T DAGLB membrane lysate, EnzChek fluorogenic substrate. hit rate 0.059% among 340,000. AID 504411. inhibition, % at 5.17 µM. Q8NCG7; in the data active = inhibition above about 34%;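 also: 0% = enzyme with vehicle and 100% = wells lacking enzyme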
Starred values were filed as active, the others as inactive; · = no result given.

SMILES	SR-BI uptake up	RTF Ca sens inh	SR-BI HDL uptake	NSD2 inh	PvdQ inh	Keap1-Nrf2 PPI	Arr AP2 block	PKA-R2B act	C-LANA FP	DAGLB inhibitor
CC(C)(C)C(=O)NC(=S)NCCc1ccccc1	-20	-3	20	4	-1	-1	7	-14	3.1	-7
CN(c1cccc(Cl)c1)S(=O)(=O)c1cccc(C(=O)NN2CCOCC2)c1	-11	-2	11	-3	11	4	-6	-5	1.0	2
Cc1[nH]n(-c2ccccc2)c(=O)c1N=Nc1ccc(C#N)cc1	-23	-3	23	-1	1	4	23	-5	1.3	3
OCCN1CCN(c2nc(-c3ccccc3)c3cc(Br)ccc3n2)CC1	1	-9	-1	5	-7	-4	34	-5	-1.3	1
Cc1ccsc1CNCC(O)c1ccccc1 (configuration not stated)	14	8	-14	0	11	-2	16	-4	·	-2
Cc1ccccc1C(=O)Nc1ccc(S(=O)(=O)N2CCN(C)CC2)cc1	25	4	-25	12	-9	-2	-6	-6	0.3	-1
Cn1c(=O)[nH]c(=O)c2c1nc(N1CCCCC1)n2C/C=N/Nc1ccc(C(=O)O)cc1	1	2	-1	-9	-9	0	9	-8	0.1	0
Cc1ccc(-n2c3c(c(O)c(-c4ccccc4)c2=O)C(=O)CC(C)(C)C3)cc1	-14	-30	14	2	-16	0	-1	0	-1.0	-4
COc1cc(OC)cc(OC(=O)C2CCN(C(=O)c3ccc(F)cc3)CC2)c1	36	-16	-36	0	-12	2	-11	-7	1.9	1
COC(=O)c1ccc(CSc2nc3ccccc3s2)o1	19	-6	-19	-3	2	0	8	-2	-2.7	-8
COc1ccc(/C=N\NC(=O)c2ccc(F)cc2)cc1COc1ccccc1C(N)=O	-47	4	47	-2	-6	-8	1	-7	1.3	0
O=c1[nH]c(SCc2nc3c(cnn3-c3ccccc3)c(=O)[nH]2)nc2ccccc12	-16	-5	16	0	-15	-2	-1	0	3.2	-2
COc1ccc(NC(=O)Cn2cc(C(=O)c3ccco3)c3ccccc32)cc1	10	14	-10	2	10	-4	29	3	1.1	-9
O=C1c2cccc3cccc(c23)C(=O)N1CC1CCN(S(=O)(=O)c2ccc(F)cc2)CC1	-4	-9	4	10	9	-4	1	-9	-0.7	-3
O=C(COC(=O)/C=C/c1cccc(F)c1)NC1CCCCCC1	27	-2	-27	-3	0	-4	3	5	-1.8	-2
Cc1nnc(SCC(=O)Nc2ccc(F)cc2F)n(N)c1=O	-4	-5	4	-2	-4	1	28	6	-0.1	2
O=C(NCCc1cn[nH]c1)C1CCC(=O)N(CCc2cccc(F)c2)C1 (configuration not stated)	15	-5	-15	-4	-3	1	26	-6	-0.9	0
Nc1cc(C(=O)OCC(=O)NCC2CCCO2)ccc1Cl (configuration not stated)	-4	-11	4	-4	-5	0	25	0	0.3	4
Cc1ccc(C)c(S(=O)(=O)N2CCN(Cc3ccc(O)c4ncccc34)CC2)c1	-26	-6	26	6	-15	0	-3	-1	2.4	-4
COc1cccc(CNC(=O)CN2C(=O)COc3ccc(S(=O)(=O)N4CCOCC4)cc32)c1	8	-1	-8	0	-6	-1	-1	-9	0.1	2
COC(=O)c1c(NC(NC(=O)C(C)C)C(Cl)(Cl)Cl)sc2c1CCC2 (configuration not stated)	-46	-9	46	31	-12	-2	-30	1	-1.0	-6
CN(C(=O)c1ccnn1C)C1CCCN(Cc2ccccc2F)C1 (configuration not stated)	14	-2	-14	1	-13	-3	3	-3	1.4	-2
CCOc1ccc(NC(=O)c2cc3n(n2)C(C(F)(F)F)CC(c2ccco2)N3)cc1 (configuration not stated)	-35	8	35	3	-2	1	20	1	-1.0	0
CN(C(=O)c1cccc(NC(=O)Cc2ccc(NC(=O)C3CCN(C(=O)C4CCCC4)CC3)cc2)c1)C1CC1	-41	-3	41	·	-13	-5	-7	-5	-2.1	-1
COc1ccccc1C(=O)Nc1cccc(NC(=O)c2ccccc2C)c1	-40	2	40	-1	-9	1	15	4	3.1	-1
C[C@H](NC(=O)OC(C)(C)C)C(=O)NCC1CCC(C(=O)N[C@@H](Cc2ccccc2)C(=O)O)CC1 (some centres not stated)	-7	-1	7	3	-10	-1	2	0	-0.4	-2
COc1cc(CCCN2C(N)=NC[C@@H]2Cc2ccccc2)cc(OC)c1OC	31	6	-31	·	-12	-3	-7	-2	1.4	-2
O=C(Nc1nnc(-c2ccccc2)o1)c1cc(Cl)sc1Cl	21	-1	-21	-2	4	3	3	2	0.6	0
Cc1cnc(C(=O)OCC(=O)N(C)CC(=O)Nc2ccccc2Cl)cn1	-10	0	10	·	-4	-4	4	0	-0.1	0
c1ccc(Cn2nnc3cnccc32)cc1	22	-6	3	-1	-5	-1	-4	-1	1.8	3
COc1cccc(C(c2c(NC(=O)c3ccco3)sc(C)c2C)N2CCOCC2)c1 (configuration not stated)	7	0	-7	2	-13	-7	0	-4	0.9	2
CCN1CCN(c2c(Cl)cccc2NC(=O)c2cccs2)CC1	-17	-5	17	4	-16	-7	3	-4	-0.3	-3
O=C(/C(=C(\O)c1ccccc1)c1ncc[nH]1)c1ccccc1	-4	6	4	0	-4	-1	3	-5	-0.6	1
COc1ccc(NC(=O)c2ccccc2SC)cc1	-22	-4	22	-4	-22	-11	·	-11	1.6	0
CCN(/N=C/c1ccccc1)c1cc(=O)n(C)c(=O)[nH]1	-18	3	18	-2	0	-1	1	-9	-0.9	0
CCCC(=O)NCCc1cc(OC)c(OC)cc1Br	18	-16	-18	0	-6	-1	3	-6	-0.2	1
N#Cc1c(N)c2ccccn2c1C(=O)c1ccc(Br)cc1	-39	2	39	2	11	-1	4	-7	-1.5	-7
C=CCC1NCCc2c(Br)cccc21 (configuration not stated)	19	-3	-19	1	-1	3	-1	-10	0.2	0
Cc1c(C#N)c2ncnc(N)c2n1-c1ccccc1	-3	-3	3	3	-12	-5	0	-9	1.2	0
CCCCC(=O)Nc1cccc(C(=O)N/N=C/c2ccc(OC)cc2OC)c1	-51	6	51	-2	-5	-2	-7	-1	-1.0	1
CCN1C(=O)c2ccccc2Sc2ccc(C(=O)NCCN3CCOCC3)cc21	-1	-10	1	·	-15	-2	-4	-1	-0.5	-5
COc1ccc(-c2nc3cnccn3c2Nc2ccc3c(c2)OCO3)cc1	-17	-6	17	·	-1	-1	-2	-3	-0.6	4
CCOC(=O)C1=C(C)N=c2s/c(=C3\C(=O)Nc4ccccc43)c(=O)n2C1c1ccc2c(c1)OCO2 (configuration not stated)	21	-10	-21	0	-10	0	2	-6	0.6	6
Cc1ccc(S(=O)(=O)Cn2nnnc2C(CC(C)C)N2CCC(C(N)=O)CC2)cc1 (configuration not stated)	12	6	-12	-5	10	2	7	-15	-0.1	-3
O=c1[nH]c2ccccc2c(O)c1-c1ccccc1	-8	-9	8	·	6	-4	-4	-10	1.1	0
COc1ccc(C(C)=O)cc1CSc1nc2ccccc2c(=O)n1-c1ccccc1C	-66	-5	66	0	-7	-5	2	8	-3.4	-2
CCCc1cc(=O)oc2cc(Oc3ncccn3)ccc12	1	-19	-1	-3	-18	3	-4	-1	1.3	-1
CCN(CC)/C(N)=N/c1nc(C)cc(C)n1	10	-8	-10	1	-1	-1	46	-3	0.1	0
Cc1noc(NC(=O)c2ccccc2)c1C#N	-7	-9	7	-1	5	3	28	10	-0.5	2
CC1(C)CCC/C(=C\c2ccccc2)C1=O	22	2	-22	·	-10	-4	-8	6	1.2	-6
CCC(=O)Nc1ccc(NC(=O)c2ccc3c(c2)OCO3)cc1	-5	6	5	2	-1	1	-60	-13	-0.8	0
O=C1N[C@@H](Cc2ccccc2)C(=O)N2[C@H]1C[C@]1([C@]34C[C@H]5C(=O)N[C@@H](Cc6ccccc6)C(=O)N5[C@H]3N(S(=O)(=O)c3ccccc3)c3ccccc34)c3ccccc3N(S(=O)(=O)c3ccccc3)[C@H]21	16	-11	-16	·	-9	5	7	-4	0.4	10

Among those listed so far, eight contain fluorine:
SMILES	SR-BI uptake up	RTF Ca sens inh	SR-BI HDL uptake	NSD2 inh	PvdQ inh	Keap1-Nrf2 PPI	Arr AP2 block	PKA-R2B act	C-LANA FP	DAGLB inhibitor
COc1cc(OC)cc(OC(=O)C2CCN(C(=O)c3ccc(F)cc3)CC2)c1	36	-16	-36	0	-12	2	-11	-7	1.9	1
COc1ccc(/C=N\NC(=O)c2ccc(F)cc2)cc1COc1ccccc1C(N)=O	-47	4	47	-2	-6	-8	1	-7	1.3	0
O=C1c2cccc3cccc(c23)C(=O)N1CC1CCN(S(=O)(=O)c2ccc(F)cc2)CC1	-4	-9	4	10	9	-4	1	-9	-0.7	-3
O=C(COC(=O)/C=C/c1cccc(F)c1)NC1CCCCCC1	27	-2	-27	-3	0	-4	3	5	-1.8	-2
Cc1nnc(SCC(=O)Nc2ccc(F)cc2F)n(N)c1=O	-4	-5	4	-2	-4	1	28	6	-0.1	2
O=C(NCCc1cn[nH]c1)C1CCC(=O)N(CCc2cccc(F)c2)C1 (configuration not stated)	15	-5	-15	-4	-3	1	26	-6	-0.9	0
CN(C(=O)c1ccnn1C)C1CCCN(Cc2ccccc2F)C1 (configuration not stated)	14	-2	-14	1	-13	-3	3	-3	1.4	-2
CCOc1ccc(NC(=O)c2cc3n(n2)C(C(F)(F)F)CC(c2ccco2)N3)cc1 (configuration not stated)	-35	8	35	3	-2	1	20	1	-1.0	0
